Keap1 Nrf2 FP: Keap1-Nrf2 (human) interaction inhibition. Q14145. Keap1 Kelch-Nrf2 peptide fluorescence polarization, 1536-well. 0.15% of 340,000 active. inhibition, % at 9.4 µM; in the data active = inhibition above about 12%;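 note: human Keap1 Kelch domain with fluorescein labeled Nrf2 9mer peptide probe; 0% = neutral control wells and 100% = peptide positive control; higher means more block of Keap1 binding to Nrf2 peptide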
CAL PDZ FP-1: blocks peptide binding to the human CAL PDZ domain; Q9HD26; purified CAL PDZ, TMR-peptide fluorescence polarization, 1 h; inhibition, % at 24.9 µM; 0.92% of 300,000 active; AID 602252;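 active = mean inhibition of at least 30% with at least half of replicates also reaching 30%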;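 note: 0% = DMSO neutral control and 100% = excess unlabeled competitor peptide PRC23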
NSD2 inh: blocks human histone methyltransferase NSD2; NSD2 peptide methylation, AlphaScreen, 120 min; inhibition, % at 12.5 µM; 0.54% of 310,000 active; AID 743445; in the data active = inhibition above about 50%
Pemphigus Ab inh: blocks pemphigus antibody binding to human desmoglein-3; P32926; DSG3-coupled beads, scFv-anti-DSG3-GFP binding, flow cytometry; hits give low values; binding (percent of control), % at 10 µM; 0.48% of 310,000 active;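 active = binding more than 3 SD below its plate's average and above zero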;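 note: hits lower antibody fragment binding to DSG3; some compounds called inactive have numbers as strong as hits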
Target sequence (P32926 whole entry, looked up, the tested form may be a part): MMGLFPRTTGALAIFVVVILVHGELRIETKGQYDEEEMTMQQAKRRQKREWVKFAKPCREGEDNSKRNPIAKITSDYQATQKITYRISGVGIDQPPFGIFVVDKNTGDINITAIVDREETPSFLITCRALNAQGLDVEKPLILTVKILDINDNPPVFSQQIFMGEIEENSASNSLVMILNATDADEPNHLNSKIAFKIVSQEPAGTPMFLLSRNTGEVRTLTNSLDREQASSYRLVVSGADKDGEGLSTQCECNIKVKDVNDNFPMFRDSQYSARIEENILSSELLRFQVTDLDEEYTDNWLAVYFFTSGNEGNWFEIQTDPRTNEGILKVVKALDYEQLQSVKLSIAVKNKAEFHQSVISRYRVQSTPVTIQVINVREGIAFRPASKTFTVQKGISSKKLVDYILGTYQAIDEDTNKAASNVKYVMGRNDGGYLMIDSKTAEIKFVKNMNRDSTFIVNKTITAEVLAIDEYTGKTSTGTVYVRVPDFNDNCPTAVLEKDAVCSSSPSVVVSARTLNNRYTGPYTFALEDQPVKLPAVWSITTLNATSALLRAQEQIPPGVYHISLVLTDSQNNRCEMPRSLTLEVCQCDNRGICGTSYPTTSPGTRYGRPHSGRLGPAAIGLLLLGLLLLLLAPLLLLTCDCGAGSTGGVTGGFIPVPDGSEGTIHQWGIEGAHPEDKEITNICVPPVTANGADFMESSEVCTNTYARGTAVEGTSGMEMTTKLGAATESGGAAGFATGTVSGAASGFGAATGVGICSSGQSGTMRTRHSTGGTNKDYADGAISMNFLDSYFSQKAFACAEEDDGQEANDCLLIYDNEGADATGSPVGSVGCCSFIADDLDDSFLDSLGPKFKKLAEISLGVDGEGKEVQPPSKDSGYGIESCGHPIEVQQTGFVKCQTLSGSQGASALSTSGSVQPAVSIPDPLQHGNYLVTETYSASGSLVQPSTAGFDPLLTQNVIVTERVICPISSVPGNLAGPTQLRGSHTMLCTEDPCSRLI
C-LANA FP: KSHV C-LANA DNA binding inhibition | MBP-C-LANA/FAM-LBS DNA binding, fluorescence polarization | inhibition, % at 9 µM | 0.078% of 340,000 active | AID 504423;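 active = highest replicate inhibition at or above 60% at 9 µM, even if other replicates fall short; inactive = all replicates below 60% inhibition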;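 note: 0% = neutral control wells and 100% = 4 µM acridine orange control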
Cardiac RTF inh: cardiac RTF calcium desensitization. P19429+P45379. AID 493244. IANBD-labeled cardiac RTF, Ca2+ fluorescence. 0.12% of 340,000 active. inhibition, % at 7.15 µM;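 active = inhibition above the mean inhibition of all tested compounds plus 3 SD, cut at about 17% in these data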;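 note: assay run at fixed EC70 calcium of 1.6 mM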
V-ATPase pH: regulators of yeast V-ATPase proton transport | response, % at 10 µM | AID 504577 | S. cerevisiae, pHLuorin cytosolic pH fluorescence | 0.37% of 350,000 active; in the data active = response mostly above about 7.3%, no sharp cut-off; inactive = mostly below about 5.4%; note: actives read high; inactives centre near 0; some compounds called inactive have numbers as strong as hits; reference of the scale not given here
CAL PDZ FP-2: human CAL PDZ-peptide interaction inhibition | Q9HD26 | purified CAL PDZ, TMR-peptide fluorescence polarization, 1 h | inhibition, % at 20 µM | 0.02% of 330,000 active | AID 504414;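 active = highest replicate inhibition of at least 40%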;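 note: plate controls were DMSO neutral control wells for no effect and unlabeled competitor peptide control wells for full effect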
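Assay system – tagged CAL PDZ protein CerCALP, purified · Timing – 1 h at RT · Compound – single point, 20 µM · Measured by – fluorescence polarization from S- and P-plane intensities, G-factor corrected · Evaluation – inhibition from polarization loss · Probe or stimulus – TMR reporter peptide T*-PRC34 · Buffer or medium – pH 7.4 phosphate-saline buffer, reducing agent, detergent, IgG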
Arrestin-AP2 inh: inhibitors of human beta-arrestin and AP2 interaction | FITC-arrestin peptide / GST-AP2 beads, flow cytometry; AP2 beta2 appendage carries R879A mutation | inhibition, % at 10 µM | 0.31% of 340,000 active | AID 504490;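 active = inhibition above a set limit, near 3 SD of compounds lacking own fluorescence, cut at about 54% in these data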;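 note: plate controls were DMSO wells for no effect and 5 µM unlabelled arrestin peptide for full effect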
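System: GST-AP2 R879A glutathione beads. Medium: PBS with 0.05% Tween 20 and 0.1% BSA. Also added: FITC-arrestin peptide, 50 nM. Incubation: 12 min plus 1 h, RT. Measured by: high-throughput flow cytometry of beads, ex 488, em 535 nm. Evaluation: percent drop in bead-associated FITC signal.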
DAGLB inh: blocks human DAGLB lipase activity | Q8NCG7 | HEK293T DAGLB membrane lysate, EnzChek fluorogenic substrate | inhibition, % at 5.17 µM | 0.059% of 340,000 active; in the data active = inhibition above about 34%;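 note: 0% = enzyme with vehicle and 100% = wells lacking enzyme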
An asterisk follows results filed as active; . = no result given; & = joins results of further samples. A portion of the library; count on the stated rates, not on these rows.

SMILES	Keap1 Nrf2 FP	CAL PDZ FP-1	NSD2 inh	Pemphigus Ab inh	C-LANA FP	Cardiac RTF inh	V-ATPase pH	CAL PDZ FP-2	Arrestin-AP2 inh	DAGLB inh
C[C@]12C=CC(=O)C=C1CC[C@@H]1C2[C@@H](O)C[C@@]2(C)C1CC[C@]2(O)C(=O)COC(=O)CCC(=O)O (some centres not stated)	-1	13	-4	107	-1.5	-8	3	0.5	-2	1
Cc1nnc2c(Oc3ccccc3)nc3ccccc3n12	1	-1	38	101	1.4	6	-4	1.3	25	-1
CN(Cc1ccccc1)S(=O)(=O)c1ccc(Cl)c(C(=O)OCC(=O)NC2CCS(=O)(=O)C2)c1 (configuration not stated)	2	0	-1	.	-0.1	-7	-1	-0.7	-19	0
O=C(CSc1ccc(-c2cccnc2)nn1)Nc1ccccc1	-6	-3	-4	108	-0.1	-3	-1	.	-11	0
Cc1nn(C(C)C(=O)NNC(=S)Nc2ccc(F)cc2)c(C)c1[N+](=O)[O-] (configuration not stated)	5	-5	-2	98	-0.2	-10	0	0.2	-3	-2
CCCn1nnnc1SCC(=O)N1CCCC1	-4	43*	-6	.	0.9	-14	-1	-1.4	7	0
CCOc1ccccc1C1NC(=O)NC(C)=C1C(=O)OC1CCCC1C (configuration not stated)	-4	-4	-13	110	-2.9	-6	0	.	7	2
CC(O)CNc1nc2c(c(=O)n(Cc3ccc(Cl)c(Cl)c3)c(=O)n2C)n1C (configuration not stated)	-4	-4	1	.	-2.3	1	-5	0.8	11	2
CCOC(=O)CNc1nc(Cl)nc(N2CCCCC2)n1	-9	.	1	108	0.1	-8	-3	-1.2	23	-1
COc1ccc(C(=O)C=Cc2ccc(OCc3ccccc3)c(OC)c2)cc1OC	.	.	0	105	.	.	2	.	.	-5

Entries above printed as active in CAL PDZ FP-1:
| canonical_smiles | Keap1 Nrf2 FP | CAL PDZ FP-1 | NSD2 inh | Pemphigus Ab inh | C-LANA FP | V-ATPase pH | CAL PDZ FP-2 | Arrestin-AP2 inh | DAGLB inh |
| --- | --- | --- | --- | --- | --- | --- | --- | --- | --- |
| CCCn1nnnc1SCC(=O)N1CCCC1 | -4 | 43* | -6 | . | 0.9 | -1 | -1.4 | 7 | 0 |

Additional structures
SMILES	Keap1 Nrf2 FP	CAL PDZ FP-1	NSD2 inh	Pemphigus Ab inh	C-LANA FP	Cardiac RTF inh	V-ATPase pH	CAL PDZ FP-2	Arrestin-AP2 inh	DAGLB inh
COc1ccccc1C1=Nn2c(nnc2C2CCCCC2)SC1	-3	-10	0	104	-2.7	-2	2	-3.7	-6	-1
C=CCOc1ccccc1CN1CCC(n2nccc2NC(=O)C2CC2)CC1	2	-2	-7	98	-2.1	-4	-5	-2.1	4	2
CCCCn1c(=O)[nH]c(=O)c2c1nc(-c1ccc(-c3ccccc3Br)o1)n2CC	1	-1	1	77	-1.5	-10	-4	0.4	-4	1
O=C(CCCCn1c(=O)[nH]c2ccsc2c1=O)NCC1CCCO1 (configuration not stated)	3	-3	.	.	3.1	0	-1	-0.3	1	2
N/C(=N\O)c1ccc(Cl)cc1Cl	3	-3	-1	.	0.3	0	-3	-1.7	-1	-3
Cc1ccc(NC(=O)N2CCCC2C(=O)Nc2c(C)cc(C)cc2C)cc1 (configuration not stated)	-2	-2	21	86	-0.4	-13	1	-2.0	-5	-1
COc1ccc(NC(=O)CSc2nnc(-c3cccs3)n2C)cc1OC	7	-2	-6	103	7.0	-6	7	-0.4	41	1
N#C/C(=C\Nc1ccc2c(c1)OCCO2)C(=O)NCc1ccco1	1	-5	0	.	2.7	-4	-1	0.4	-2	-2
CC1CCN(c2ccc3nnc(CCC(=O)N4CCN(c5ccccc5F)CC4)n3n2)CC1	-1	-3	3	100	0.6	-15	4	-3.1	-27	-3
Cc1ccc(C(=O)O/N=C(\c2ccccc2)c2ccncc2)cc1	-6	4	1	103	1.1	.	0	-0.8	-3	.
CN(C)c1ccc(C2NCCS2)cc1 (configuration not stated)	-15	.	2	113	-1.1	-6	-1	-0.6	2	0
COC(=O)c1cc(=O)n(C2CC2)c(=NC2CC2)s1	-7	-2	3	95	0.8	-3	-2	0.1	11	0
O=C1CCC([N+](=O)[O-])C(c2cc3c(cc2Cl)OCO3)N1 (configuration not stated)	-4	0	-1	80	0.8	-5	4	-2.4	-1	-2
Cc1ccc(C)c(CSc2nnc(-c3ccccn3)n2N)c1	-3	-1	-2	.	-1.9	-12	0	-0.3	4	-1
Cc1ccc(N(C(=O)c2snc(C(N)=O)c2N)C(CC(C)C)C(=O)NC2CCCC2)cc1 (configuration not stated)	0	-1	.	96	-1.4	-5	0	-1.3	-1	2
CCOC(=O)c1c(NC(=S)Nc2ccc(F)cc2)sc2c1CCC2	-3	-2	-3	.	0.2	-4	3	0.4	2	-1
Cc1ccc(NC(=O)c2ccc(Cl)c(S(=O)(=O)NCc3ccco3)c2)c(O)c1	-2	-1	0	125	1.1	-3	0	-1.4	16	2
CCCCC(C(=O)NC(C)c1ccccc1)C(=O)NC(C)c1ccccc1 (configuration not stated)	3	1	-5	104	-1.1	-4	-3	0.2	14	0
CCOc1ccc(NS(=O)(=O)c2ccc(C(=O)NCc3ccncc3)cc2)cc1	-3	-2	-3	101	-0.4	1	5	-2.3	-8	1
COc1cc(NC(=O)CN(C)S(=O)(=O)c2ccc3nc(C)sc3c2)cc(OC)c1	3	2	.	100	-1.0	-3	1	-2.4	-1	-2
Cc1cc(C(=O)Nc2cccc3cccnc23)ccc1[N+](=O)[O-]	-1	-2	-2	91	0.1	-4	0	-1.7	3	-6
CC(C(=O)Nc1nc2ccccc2s1)n1cc([N+](=O)[O-])cn1 (configuration not stated)	1	1	-5	.	0.1	-4	-2	-0.7	9	-1
O=C1NN(c2ccc(Br)cc2)C(=O)/C1=C\c1ccc(O)cc1O	-4	-3	.	108	3.1	-6	2	.	-15	16
CN(CC(=O)Nc1ccc(F)cc1)C(=O)CSc1ncccn1	1	5	4	105	-0.5	-20	-1	-0.5	-11	-1
COC(=O)c1sccc1NC(=S)N1CCCCC1	-2	-3	7	.	0.4	-6	0	-2.4	-1	-2
Cc1cccc(C)c1NC(=O)C(Cl)=C(Cl)Cl	-4	-11	-3	106	-0.1	-14	-1	-0.2	-10	1
Cc1nc(C(=O)Nc2ccccc2)sc1C(=O)Nc1ccccc1	-3	-6	3	.	0.3	1	6	-1.4	15	-3
CCN1CCN(CC(=O)Nc2cccc(C)c2C)C(=O)C1=O	-2	.	.	106	-0.9	-3	-2	-0.9	-4	-1
COc1cc(NC(=O)c2csc(N)n2)cc(C(=O)Nc2cccc(C(F)(F)F)c2)c1	-1	-2	.	112&96	0.9	-5	2&10	-0.5	24	1&-3
O=C1c2ccccc2NC(c2ccc(-c3cccc(Cl)c3)o2)N1O (configuration not stated)	1	.	1	101	-0.5	3	1	-1.2	0	3

Complete entries, quoted from the list. Screens in order: Keap1 Nrf2 FP, CAL PDZ FP-1, NSD2 inh, Pemphigus Ab inh, C-LANA FP, Cardiac RTF inh, V-ATPase pH, CAL PDZ FP-2, Arrestin-AP2 inh, DAGLB inh
O=C1NN(c2ccc(Br)cc2)C(=O)/C1=C\c1ccc(O)cc1O is entered as -4, -3, ., 108, 3.1, -6, 2, ., -15, 16
CCN1CCN(CC(=O)Nc2cccc(C)c2C)C(=O)C1=O is entered as -2, ., ., 106, -0.9, -3, -2, -0.9, -4, -1

Going on with the list.
SMILES	Keap1 Nrf2 FP	CAL PDZ FP-1	NSD2 inh	Pemphigus Ab inh	C-LANA FP	Cardiac RTF inh	V-ATPase pH	CAL PDZ FP-2	Arrestin-AP2 inh	DAGLB inh
Cc1ccsc1C(=O)N1CC=C(c2ccccc2)CC1	-4	-3	-2	104	0.1	10	2	0.5	0	-7
COCCCN1C(=O)/C(=C\c2ccc3c(c2)OCO3)C(C(=O)OC)=C1C	-5	.	14	102	1.1	-4	0	0.3	-12	-2
Cc1cc2oc3cc(NCCC4CCCN4C)ccc3c(=O)c2cc1C (configuration not stated)	-7	-4	.	105	-3.2	2	2	-3.3	-3	5
Cc1occc1C(=O)N/N=C/C1=C(N2CCOCC2)C(=C\c2ccc(Cl)cc2)/CC1	-8	0	1	89	3.0	1	2	-1.7	5	-2
O=C1CCCC(O)=C1C=NCc1ccccc1	-5	-1	-3	99	0.5	-4	7	0.9	-12	-6
COc1cc(S(=O)(=O)NCc2ccc3c(c2)OCO3)c(OC)cc1C	-2	1	-3	109	0.4	-1	-1	-2.1	-7	-1
CCc1ccccc1NC(=O)CN1CCN(C(=O)CNC(=O)c2ccc(-c3ccccc3)cc2)CC1	-1	-8	-7	.	-1.3	-8	0	-1.8	6	-3
CC(NC(=O)c1ccccc1Cl)C(=O)O (configuration not stated)	-1	-2	-4	99	0.7	1	0	-0.5	21	-1

6 compounds drawn at random from those above:
SMILES	Keap1 Nrf2 FP	CAL PDZ FP-1	NSD2 inh	Pemphigus Ab inh	C-LANA FP	Cardiac RTF inh	V-ATPase pH	CAL PDZ FP-2	Arrestin-AP2 inh	DAGLB inh
CCc1ccccc1NC(=O)CN1CCN(C(=O)CNC(=O)c2ccc(-c3ccccc3)cc2)CC1	-1	-8	-7	.	-1.3	-8	0	-1.8	6	-3
Cc1occc1C(=O)N/N=C/C1=C(N2CCOCC2)C(=C\c2ccc(Cl)cc2)/CC1	-8	0	1	89	3.0	1	2	-1.7	5	-2
Cc1cc2oc3cc(NCCC4CCCN4C)ccc3c(=O)c2cc1C (configuration not stated)	-7	-4	.	105	-3.2	2	2	-3.3	-3	5
COCCCN1C(=O)/C(=C\c2ccc3c(c2)OCO3)C(C(=O)OC)=C1C	-5	.	14	102	1.1	-4	0	0.3	-12	-2
COc1cc(S(=O)(=O)NCc2ccc3c(c2)OCO3)c(OC)cc1C	-2	1	-3	109	0.4	-1	-1	-2.1	-7	-1
CC(NC(=O)c1ccccc1Cl)C(=O)O (configuration not stated)	-1	-2	-4	99	0.7	1	0	-0.5	21	-1

4 of the entries above in order of the CAL PDZ FP-2 value, largest number first:
molecule | Keap1 Nrf2 FP | CAL PDZ FP-1 | NSD2 inh | Pemphigus Ab inh | C-LANA FP | V-ATPase pH | CAL PDZ FP-2 | Arrestin-AP2 inh | DAGLB inh
Cc1ccsc1C(=O)N1CC=C(c2ccccc2)CC1 | -4 | -3 | -2 | 104 | 0.1 | 2 | 0.5 | 0 | -7
COCCCN1C(=O)/C(=C\c2ccc3c(c2)OCO3)C(C(=O)OC)=C1C | -5 | . | 14 | 102 | 1.1 | 0 | 0.3 | -12 | -2
CCc1ccccc1NC(=O)CN1CCN(C(=O)CNC(=O)c2ccc(-c3ccccc3)cc2)CC1 | -1 | -8 | -7 | . | -1.3 | 0 | -1.8 | 6 | -3
COc1cc(S(=O)(=O)NCc2ccc3c(c2)OCO3)c(OC)cc1C | -2 | 1 | -3 | 109 | 0.4 | -1 | -2.1 | -7 | -1
